Screens deposited in PubChem by several laboratories.
KLK5 inh: blocks human kallikrein 5 protease activity; 0.59% of 210,000 active; AID 873; recombinant hK5, fluorogenic AMC substrate cleavage; inhibition, % at 5 µM;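 active means inhibition of 40% or more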;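 further: 0% = enzyme controls without compound and 100% = no-enzyme blanks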
Target sequence (Q9Y337 67-293 limits assumed): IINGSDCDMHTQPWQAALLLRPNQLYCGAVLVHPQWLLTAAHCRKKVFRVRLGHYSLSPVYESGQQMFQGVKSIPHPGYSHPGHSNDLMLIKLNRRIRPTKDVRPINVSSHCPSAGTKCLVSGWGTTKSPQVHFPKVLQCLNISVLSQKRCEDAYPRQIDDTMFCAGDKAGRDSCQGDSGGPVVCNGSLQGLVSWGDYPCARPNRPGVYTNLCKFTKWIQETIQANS
Wee1 degr inh: blocks degradation of human Wee1 kinase; HeLa Luc-Wee1K328M stability, luciferase luminescence; 100% = proteasome inhibitor MG132 effect; 1.2% of 220,000 active; P30291; reporter increase, % at 5 µM;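 active means activation above the mean of all tested compounds plus 3 SD, set per screening run, cut at about 8.8% in these data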;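 further: cells exposed to compound for 20 h before luminescence read; 0% = DMSO alone and 100% = MG132 at 30 µM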
PERK inh: blocks human PERK kinase; AID 1416; CHO PERK-DD fusion, SEAP luminescence translation reporter; Q9NZJ5; 0.17% of 220,000 active; inhibition, % at 5.6 µM;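 active means inhibition above the mean inhibition of all tested compounds plus 3 SD, set separately per screening campaign, cut at about 2.9% in these data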;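 further: PERK kinase domain activated by AP20187 dimerizer at 100 nM; 0% = DMSO with dimerizer and 100% = rapamycin at 8.4 µM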
FXIIa inh 1536: factor XIIa (human) inhibition; P00748; purified FXIIa, Boc-QGR-AMC fluorogenic substrate, 2 h; inhibition, % at 5 µM; 0.3% of 220,000 active; in the data active means inhibition above about 40%;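 further: 0% = enzyme with no compound and 100% = blank without enzyme; many of its hits are not listed in these tables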
Thrombin inh: blocks human thrombin protease activity; AID 1046; P00734; 0.26% of 220,000 active; alpha-thrombin, Boc-VPR-AMC fluorogenic substrate cleavage; inhibition, % at 5 µM;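 active means inhibition at or above 40%; inactive means inhibition below 40%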;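 further: 0% = enzyme with no compound and 100% = wells without enzyme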
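Material: human alpha-thrombin protein; Also added: Boc-VPR-AMC substrate, 15 µM final; Timing: enzyme reaction carried out at room temperature; Signal: fluorescence, ex 355 nm, em 460 nm; Measure: % inhibition of thrombin; Controls: enzyme without compound as high, wells lacking enzyme as low.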
Cl transport mod: KCC2 (human) Cl- transport modulation; Q9H2X9; KCC2 cells, thallium flux FluoZin-2 fluorescence; B-score of Tl+ flux slope (higher = more flux/activation; lower = inhibition) at 10 µM; 2.2% of 190,000 active; AID 1456;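 active means thallium flux slope and its plate-corrected score both differing from the plate sample mean at a set confidence after two filtering rounds, in either direction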;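 further: slope of fluorescence scaled to starting intensity during 10 to 20 s after thallium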
Furin inhibitor: blocks human furin protease activity. P09958. purified furin, fluorogenic substrate cleavage. inhibition, % at 30 µM. 0.061% of 220,000 active. AID 463115; in the data active means inhibition above about 25%; further: inactives centre near -15
FXIa inh 1536: inhibitors of human coagulation factor XIa; inhibition, % at 5 µM; 0.14% of 220,000 active; purified FXIa, Boc-Glu-Ala-Arg-AMC fluorogenic substrate; P03951;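 active means inhibition of at least 40%; inactive means inhibition below 40%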;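 further: fluorescence of freed AMC excited at 355 nm; 0% = enzyme without compound and 100% = no enzyme blank; many of its hits are not listed in these tables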
Target sequence (P03951 19-387 limits assumed): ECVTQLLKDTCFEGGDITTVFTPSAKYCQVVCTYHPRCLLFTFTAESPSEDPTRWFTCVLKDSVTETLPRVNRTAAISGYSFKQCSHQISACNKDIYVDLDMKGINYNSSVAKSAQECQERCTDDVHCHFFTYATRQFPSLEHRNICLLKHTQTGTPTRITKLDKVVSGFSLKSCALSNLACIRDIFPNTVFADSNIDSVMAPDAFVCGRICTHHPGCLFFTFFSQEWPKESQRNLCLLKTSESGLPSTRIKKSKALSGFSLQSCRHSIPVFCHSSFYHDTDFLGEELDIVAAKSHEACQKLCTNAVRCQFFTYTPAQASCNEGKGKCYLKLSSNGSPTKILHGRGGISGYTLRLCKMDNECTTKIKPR
Target sequence (P03951 388-625 limits assumed): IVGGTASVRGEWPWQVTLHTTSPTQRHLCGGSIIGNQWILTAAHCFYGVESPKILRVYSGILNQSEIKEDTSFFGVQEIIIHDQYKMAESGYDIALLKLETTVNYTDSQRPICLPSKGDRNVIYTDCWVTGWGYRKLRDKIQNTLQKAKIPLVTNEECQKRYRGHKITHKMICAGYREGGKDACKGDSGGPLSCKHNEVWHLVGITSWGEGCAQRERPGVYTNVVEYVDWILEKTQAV
p97 inhibitor: inhibitors of human p97 ATPase | P55072 | recombinant p97 ATPase, Kinase-Glo ATP luminescence, 3 h | inhibition, % at 8 µM | 0.42% of 220,000 active; in the data active means inhibition above about 15%;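 further: 0% = DMSO vehicle and 100% = wells lacking enzyme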
* hit, by the source's call; nt = no result given; [ ] = dose if it differs, or a comment.

SMILES	KLK5 inh	Wee1 degr inh	PERK inh	FXIIa inh 1536	Thrombin inh	Cl transport mod	Furin inhibitor	FXIa inh 1536	p97 inhibitor
Cc1csc(NC(=O)[C@@H]2CCCN2C(=O)c2cccs2)n1	-3	-2	-0.1	11	-8	-0.57	-28	-3	2
COc1cc(/C=C/C(=O)O)cc(S(=O)(=O)N2CCCc3ccccc32)c1OC	2	-3	-0.1	-1	-6	0.54	7	-1	-7
COCC(=O)N(CCc1ccc(OC)c(OC)c1)Cc1cc2cc(C)ccc2nc1Cl	-9	-1	-0.1	16	5	-1	-14	-2	2
Nc1c(N=Nc2ccccc2F)c(=O)[nH]n1-c1ccccc1	-13	1	0.6	16	4	0.53	-10[20 µM]	3	-5
CSCCNC(=O)c1ccc(C(C)(C)C)cc1	-3	0	1.0	15	1	-0.99	-27[20 µM]	2	9
COc1cc(/C=N\NC(=O)c2ccccc2F)ccc1Oc1ccc([N+](=O)[O-])cn1	-2	4	-2.3	1	-7	-0.73	0	-5	3
O=C(C1=C(O)C(=O)N(CCOCCO)C1c1cccc([N+](=O)[O-])c1)c1cccs1 (stereo not drawn)	2	4	0.7	2	-3	0.78	-9	1	9
CC1(C)C=C(c2ccc(C(=O)O)s2)CC(C)(C)N1	-21	-1	1.0	11	-6	-1.5	-11	8	-2
C=CCSc1nc(C)c(CC(=C)C)c(=O)[nH]1	10	-2	-0.3	4	-6	-0.14	-22	-4	0
CCOC(=O)c1nc(NNC(C)=O)sc1C	0	-3	-0.6	8	-4	0.0077	-12	0	-1
Cn1c(=O)c2cnc(-c3ccc(C(F)(F)F)cc3)nc2n(C)c1=O	2	-5	1.2	8	-1	0.67	-10	4	7
Cc1cc(Cl)ccc1NC(=S)NCc1cccs1	-31	-3	-0.1	13	0	1.9	-28[20 µM]	4	-3
O=C(c1c[nH]c2ccc(F)cc2c1=O)N1CCCCCC1	-9	-1	0.4	7	-1	0.65	-10[20 µM]	3	2
O=[N+]([O-])c1ccccc1/C=N/Nc1nccnc1Cl	7	4	1.1	4	6	0.66	-2[20 µM]	4	0
CC1=CC(C)C2(COC(c3ccc[n+](C)c3)OC2)C(C)C1 (stereo not drawn)	-1	1	0.3	1	-7	0.72	-18	-2	2
CCOC(=O)C1=C(C)NC(SCC(=O)Nc2cc(C)on2)=C(C#N)C1c1cccs1 (stereo not drawn)	-1	0	-0.4	18	4	-2.7	-6[20 µM]	5	-5
CCOC(=O)C1CCN(C(=O)c2cccc(C(=O)N3CCC(C(=O)OCC)CC3)c2)CC1	-10	-1	-0.8	11	-2	-0.0036	-18	2	-1
O=S(=O)(Nc1nc2ccccc2nc1-[n+]1ccccc1)c1ccc(Cl)cc1	-24	-1	0.1	2	-10	2.7	-10	-3	3
Cc1nc2c(Cl)cc(Cl)cc2[nH]1	-4	-3	1.2	0	-2	-0.54	-21[20 µM]	-3	3
CCN(CC)C(=O)CSc1nc(-c2ccc(C)cc2)nc2c1COC(C)(C)C2	-3	-1	-0.7	19	-2	-2	-18[20 µM]	13	-2
COc1ccc(C(=O)c2sc(Nc3ccccc3)c(C(=O)Nc3ccc(OC)c(OC)c3)c2N)cc1	0	-1	-0.4	17	2	-0.28	-6[20 µM]	3	-3
C=CCOC(=O)C1=C(C)N=C2SCCC(=O)N2C1c1ccc(OC(=O)c2ccco2)cc1 (stereo not drawn)	-12	4	0.3	20	5	0.087	-15	7	-3
CC1C(C(=O)Nc2ccccc2)CCCC1(C)C(=O)O (stereo not drawn)	13	3	1.2	-2	8	0.59	-2[20 µM]	8	3
CC(C)CCOC(=O)C[N+](C)(C)CCOC1CC2CCC1(C)C2(C)C (stereo not drawn)	-14	2	-0.1	2	1	0.73	-15	-6	2
CCC(C)Nc1nc(C)nc2c1oc1ccccc12 (stereo not drawn)	1	3	-0.1	5	-6	-1.3	-14	15	7
C(=N\Nc1nc(N2CCCCC2)nc(N2CCCCC2)n1)/c1c[nH]c2ccccc12	-6	-2	0.2	10	3	nt	-17	-5	-3
COCC(C)NC(=S)NCCc1ccc(Cl)cc1Cl (stereo not drawn)	-17	0	-0.1	7	3	-0.66	-18	0	3
CCCCNC(=O)c1ccccc1NC(=O)c1ccccc1N(C)S(C)(=O)=O	-3	2	0.7	-12	-11	1.2	16[20 µM]	-10	4
O=C(CC1Nc2ccccc2NC1=O)NCCCN1CCCCCC1 (stereo not drawn)	-5	0	0.1	3	-2	nt	-5	-4	-2
CCCCNC(=O)CS(=O)Cc1nc(-c2cccs2)oc1C (stereo not drawn)	-4	0	1.2	20	2	nt	-7	5	2
O=C(NCCN1C(=O)S/C(=C\c2ccc(F)cc2)C1=O)c1cccc(S(=O)(=O)N2CCOCC2)c1	-12	1	1.0	9	-8	0.1	-15	11	4
Nc1nc(SCC(=O)c2cccc([N+](=O)[O-])c2)n[nH]1	-8	5	0.0	9	-2	0.17	-22	1	6
CCC(CCC(=O)Nc1nncs1)C(=O)O (stereo not drawn)	-16	-1	0.7	-19	-6	0.053	-15[20 µM]	-9	-1
O=C(/C=C/c1ccc2c(c1)OCO2)N1CCN(c2n[nH]c(=O)[nH]c2=O)CC1	-4	2	1.7	4	-5	-0.29	-23	5	9
CCOc1ccc(CCNC(=O)C2=C(C)C(=O)OC23CCCCC3)cc1OCC	4	7	0.3	9	-6	1.1	-30	0	1
O=C(COc1ccccc1)NN1C(=O)CSC1=S	-5	-2	0.5	0	-8	0.56	-22	-4	8

Six entries already listed, arranged by length of the SMILES, largest number first:
SMILES	KLK5 inh	Wee1 degr inh	PERK inh	FXIIa inh 1536	Thrombin inh	Cl transport mod	Furin inhibitor	FXIa inh 1536	p97 inhibitor
O=C(/C=C/c1ccc2c(c1)OCO2)N1CCN(c2n[nH]c(=O)[nH]c2=O)CC1	-4	2	1.7	4	-5	-0.29	-23	5	9
C(=N\Nc1nc(N2CCCCC2)nc(N2CCCCC2)n1)/c1c[nH]c2ccccc12	-6	-2	0.2	10	3	nt	-17	-5	-3
Nc1nc(SCC(=O)c2cccc([N+](=O)[O-])c2)n[nH]1	-8	5	0.0	9	-2	0.17	-22	1	6
COCC(C)NC(=S)NCCc1ccc(Cl)cc1Cl (stereo not drawn)	-17	0	-0.1	7	3	-0.66	-18	0	3
CCC(C)Nc1nc(C)nc2c1oc1ccccc12 (stereo not drawn)	1	3	-0.1	5	-6	-1.3	-14	15	7
CCC(CCC(=O)Nc1nncs1)C(=O)O (stereo not drawn)	-16	-1	0.7	-19	-6	0.053	-15[20 µM]	-9	-1

(cont.)
SMILES	KLK5 inh	Wee1 degr inh	PERK inh	FXIIa inh 1536	Thrombin inh	Cl transport mod	Furin inhibitor	FXIa inh 1536	p97 inhibitor
CCc1ccccc1NC(=S)NCCSc1ccc(Cl)cc1	-2	-3	0.3	1	-15	-0.8	-28	-4	1
CCOC(=O)C1=C(C)NC2=C(C(=O)c3ccccc32)C1c1cccc2ccccc12 (stereo not drawn)	2	-3	0.6	11	2	0.75	-22	-1	0
COc1ccccc1CNCC(O)Cn1c2ccccc2c2ccccc21 (stereo not drawn)	-7	-1	-1.4	9	-10	0.62	2	0	2
CC1=NNC(=O)C1CC(=O)N/N=C/C(C)=C/c1ccccc1 (stereo not drawn)	-1	0	0.6	6	-1	1.3	-20	-6	4
NC(=O)Cc1nc(-c2ccc(Br)cc2)cs1	-8	2	0.6	3	-3	-0.42	-19	0	2
CC12CC(c3ccccc3O1)C(C(=O)N1CCOCC1)C(=O)N2 (stereo not drawn)	-9	1	2.6	14	-4	nt	-20	4	8
NC(=O)c1oc2ccccc2c1NC(=O)CN1CCCCC1	-11	2	-0.6	-1	1	-0.11	-14	-5	10
N#CCSc1nc2[nH]ncc2c(=O)n1-c1ccccc1Br	1	-2	1.6	18	2	0.38	-32	3	1
N#Cc1cccc(NC(=O)COC(=O)CCc2nc3ccccc3c(=O)[nH]2)c1	-15	0	0.5	6	6	-0.2	-13	-3	4
COc1ccc(C(=O)NCc2nnc(SC)n2Cc2ccccc2)cc1	-16	1	1.2	2	0	0.025	-21	-6	-2
CCC1=C(OC(=O)N(CC)CC)N2C(=O)OC(=NCC3CC3)[C@]2(Cc2ccccc2)[C@H]2C1=CC[C@H]1C(=O)N(CC(=O)OC)C(=O)[C@H]12	1	nt	nt	6	-2	-1.3	-22	1	nt
COC(=O)c1ccc(/C=N\NC(=O)c2ccc(C)cc2Cl)cc1	-6	2	0.0	7	1	nt	-17[20 µM]	7	-2
Cc1ccc(CN2CCN(Cc3ccc4c(c3)OCCO4)CC2CCO)cc1 (stereo not drawn)	nt	0	1.3	8	-2	-0.4	-18	-1	1
C=CCn1c(SCc2cccnc2)nnc1-c1ccncc1	1	0	0.8	12	3	0.75	-27	-3	-1
Cc1ccc(-c2ccc(/C=N\NC(=O)c3cc4c(ccc5ccccc54)o3)o2)cc1[N+](=O)[O-]	-8	-2	0.0	17	-6	-0.049	1[20 µM]	2	-1
O=C(c1ccc2c(c1)OCO2)C1CCCN(C(=O)C2CCOCC2)C1 (stereo not drawn)	nt	-1	0.7	4	-6	0.61	-13	-2	2
CC(C)CC(NC(=O)OC(C)(C)C)c1cn([C@@H](CCCCNC(=O)OC(C)(C)C)C(=O)N2CCN(C(=O)OC(C)(C)C)CC2)nn1 (stereo partly drawn)	5	10*	-0.2	13	4	2.1	-16	2	2
CCc1ccc(N2C(=O)C3C(C2=O)N2CCCN2C3c2ccccc2)cc1 (stereo not drawn)	1	2	0.9	11	1	1.1	-35	1	3
CC(OC(=O)C1CSC2(c3ccc(F)cc3)CCC(=O)N12)C(=O)NC(N)=O (stereo not drawn)	1	-2	1.0	6	-8	0.056	-7	0	1
Cc1ccccc1C(=O)OC1OC(=O)C(Cl)=C1Nc1ccc(C(=O)O)cc1 (stereo not drawn)	-2	-3	0.8	7	nt	0.47	-9	2	5
O=C(NCc1cn2ccsc2n1)Nc1ccc(Cl)cc1	-5	-3	1.4	6	-7	-1.7	-20	-4	4
CCN1CCN(c2cc(C)nc(-c3ccccc3O)n2)CC1	1	-1	0.2	12	2	0.41	-24	-2	-2
CN1CCN(C(=O)CCc2ncc(C(F)(F)F)cc2Cl)CC1	-3	0	0.5	1	2	0.03	-29	7	3
CC(=O)N1CCN(S(=O)(=O)c2cccc(C(=O)Nc3ccc4c(c3)CCC4)c2)CC1	-10	0	-1.9	14	1	-0.0044	-4[20 µM]	6	-6
O=C(Oc1ccc2c(c1)CCC2)N1CCOCC1	3	5	1.3	10	-4	-0.29	-20[20 µM]	6	-2
CCOC(=O)C1=C(c2ccccc2)OC(N)=C(C#N)C1c1ccc(Br)s1 (stereo not drawn)	-12	0	1.2	11	-7	-0.35	-16	2	-2
CCNc1nc(N2CCCCC2)nc(-n2nnc(C(=O)OCC)c2C)n1	8	1	-0.6	-6	-3	-1.8	-20[20 µM]	-4	-5
O=C1CCCCC1Sc1nnc(Cc2cccs2)n1CCc1ccccc1 (stereo not drawn)	5	2	-0.5	13	2	-0.045	-17	5	0
COc1cc(-c2nnc(SCC(=O)N(C)C3CCS(=O)(=O)C3)o2)cc(OC)c1OC (stereo not drawn)	-4	1	1.1	2	-24	-0.00049	-15	-9	4
CCCCNC(=O)CSc1nnc(NC(C)=O)s1	-2	-2	0.3	-5	-6	0.073	-17	0	2
Cc1onc(-c2ccccc2)c1-c1n[nH]c(=S)n1-c1ccccc1	nt	0	0.4	nt	nt	-0.29	-10[20 µM]	nt	-5
